Compound activity as filed in PubChem.
EPAC1 ag = qHTS for Agonist of cAMP-regulated guanine nucleotide exchange factor 3 (EPAC1): primary screen | EPAC1 agonist qHTS, biochemical assay; response scale: 100% = response to 6.5 mM cAMP | Potency, µM (top dose mostly 154 µM), inactives show at the top dose activation, actives largely listed as activators | 360,000 compounds, 0.073% hits; further: potency means the concentration at half of the fitted maximal effect; nearly all actives have a fitted effect of over 60% in size
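Multi-concentration qHTS readout: loss of Rap1B-bound BODIPY-GDP fluorescence driven by 100 nM EPAC1 with excess GDP (50 uM), monitored kinetically at room temperature; agonist response expressed relative to 6.5 mM cAMP.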
CCT modulator = High-Throughput Screening for Modulators of Cytosolic Chaperonin Activity; activity change, % (concentration not given with the values), hits read low; 360,000 compounds, 0.3% hits; purified chaperonin ATPase assay, HTRF ADP detection, 30 min; in the data active means activity change below about -30%; further: on the % scale 0 is the no-effect control and ±100 the full control effect
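Enzyme 40 or 20 nM (batch-dependent) in Tris pH 7.4/KCl/MgCl2/DTT; cpd 76 uM single point; ATP 10 uM; 30 min 37 °C; Transcreener ADP HTRF detection, 30 min RT; ratio 665/615.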
PLK1 PBD inh = qHTS for Inhibitors of PLK1-PDB (polo-like kinase 1 - polo-box domain): Primary Screen; Potency, µM, inactives show max response, negative = inhibition, hits mostly inhibitors; 360,000 compounds, 2.8% hits; Serine/threonine-protein kinase PLK1 (Homo sapiens), P53350; Plk1 PBD binding of FITC phosphopeptide, fluorescence polarization; further: potency means the concentration at half of the fitted maximal effect; series mostly up to about 57 µM; on the % scale 0 is the no-effect control and ±100 the full control effect; nearly all actives have a fitted effect of over 65% in size
IL2 activator = qHTS of IL-2 Activators | IL-2 activation reporter assay, cell-based qHTS; stimulated with anti-CD3/CD4/CD28 beads; in transgenic mouse T cells | activation, % (series mostly up to about 46 µM) | 360,000 compounds, 0.065% hits | AID 652025, 2013; in the data active means activation above about 50%; inconclusive means mostly about 30% to 49%; further: 0% is about no effect
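Unstimulated transgenic mouse T cells, 750 per well, received compound and, after 60 minutes, anti-CD3/anti-CD4 bead plus anti-CD28 stimulation. EGFP and DsRed were quantified after 18 hours.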
EPAC2 agonist = qHTS for Agonist of cAMP-regulated guanine nucleotide exchange factor 4 (EPAC2): primary screen | Potency, µM (series often up to 154 µM), inactives show top-dose activation, actives largely listed as activators | 360,000 compounds, 0.079% hits | AID 720711, 2013 | Rap guanine nucleotide exchange factor 4 (Homo sapiens), Q8WZA2 | EPAC2 activation, biochemical qHTS; response scale: 100% = 6.5 mM cAMP response; further: potency means the concentration at half of the fitted maximal effect; nearly all actives have a fitted effect of over 50% in size
Target sequence (Q8WZA2 whole entry, looked up): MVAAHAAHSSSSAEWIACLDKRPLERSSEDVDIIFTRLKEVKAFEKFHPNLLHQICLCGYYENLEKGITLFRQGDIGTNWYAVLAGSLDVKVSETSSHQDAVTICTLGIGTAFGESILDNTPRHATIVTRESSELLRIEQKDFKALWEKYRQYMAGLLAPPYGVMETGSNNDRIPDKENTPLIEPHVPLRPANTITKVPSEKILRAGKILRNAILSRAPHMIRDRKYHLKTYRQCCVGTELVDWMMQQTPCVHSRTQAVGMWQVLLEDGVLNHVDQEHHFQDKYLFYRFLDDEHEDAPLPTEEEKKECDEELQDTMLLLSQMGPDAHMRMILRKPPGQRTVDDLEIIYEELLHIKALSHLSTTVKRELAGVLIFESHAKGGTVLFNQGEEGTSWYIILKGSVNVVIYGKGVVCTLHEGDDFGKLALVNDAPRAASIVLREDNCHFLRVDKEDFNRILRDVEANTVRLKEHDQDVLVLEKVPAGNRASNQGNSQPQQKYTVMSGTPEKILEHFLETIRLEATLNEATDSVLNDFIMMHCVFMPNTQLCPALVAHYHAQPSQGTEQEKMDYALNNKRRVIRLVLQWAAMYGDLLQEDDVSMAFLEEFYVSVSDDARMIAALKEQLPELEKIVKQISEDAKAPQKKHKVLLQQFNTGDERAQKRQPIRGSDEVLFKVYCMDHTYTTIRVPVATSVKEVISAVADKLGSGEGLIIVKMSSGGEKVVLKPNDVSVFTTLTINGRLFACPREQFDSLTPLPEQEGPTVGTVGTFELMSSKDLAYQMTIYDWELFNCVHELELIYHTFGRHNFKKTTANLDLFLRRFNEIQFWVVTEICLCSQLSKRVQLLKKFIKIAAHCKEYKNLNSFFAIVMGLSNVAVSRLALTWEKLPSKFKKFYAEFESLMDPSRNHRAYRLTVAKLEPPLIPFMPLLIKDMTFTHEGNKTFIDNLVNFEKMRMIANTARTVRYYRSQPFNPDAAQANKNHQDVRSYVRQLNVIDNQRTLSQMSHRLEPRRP
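EPAC2 (100 nM) mixed with Rap1B loaded with BODIPY-GDP (250 nM) plus 50 uM unlabeled GDP; compounds pinned in, 5 min RT, then read every 5 min for 30 min (ex 480, em 540 nm). Normalized to cAMP control.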
WRN inhibitor = qHTS for Inhibitors of WRN Helicase | Bifunctional 3'-5' exonuclease/ATP-dependent helicase WRN (Homo sapiens), Q14191 | WRN helicase unwinding, fluorescent forked duplex, kinetic | Potency, µM (highest dose often 114 µM), for the others: top-dose activity change, negative = inhibition, actives largely listed as inhibitors | 360,000 compounds, 0.46% hits | AID 651768, 2012; further: potency means the concentration at half of the fitted maximal effect; on the % scale 0 is the no-effect control and ±100 the full control effect; nearly all actives have a fitted effect of over 55% in size
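Primary qHTS, 1536-well format. 20 nM WRN + compound, 15 min RT; start with 100 nM forked fluorophore/quencher duplex, 2 mM ATP (final); kinetic read ex 525/em 598 nm.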
PI5P4Ka inh = qHTS for Inhibitors of phosphatidylinositol 5-phosphate 4-kinase (PI5P4K). 330,000 compounds, 1.2% hits. PI5P4Kalpha enzyme, ADP-Glo luminescence, 60 min; stronger effect = lower value. max response, %. Phosphatidylinositol 5-phosphate 4-kinase type-2 alpha (Homo sapiens), P48426; active means max response of -50% or lower; inconclusive means between -30% and -50%; inactive means -30% or higher; further: value at the top dose of about 77 µM; on the % scale 0 is the no-effect control and ±100 the full control effect
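Human PI5P4Kalpha with substrate in 0.038 M HEPES pH 7.4, 0.28 mM EGTA, 0.1% CHAPS, 5% DMSO; reaction started with 5 microM ATP (final), 60 min at room temperature. ADP formed read by ADP-Glo luminescence.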
EPAC1 antag = qHTS for Antagonist of cAMP-regulated guanine nucleotide exchange factor 3 (EPAC1): primary screen | Rap guanine nucleotide exchange factor 3 (Homo sapiens), O95398 | EPAC1 GEF assay, Rap1b-BODIPY-GDP exchange fluorescence | Potency, µM (top dose mostly 115 µM), inactives show at the highest dose activity change, negative = inhibition, actives largely listed as inhibitors | 360,000 compounds, 0.14% hits | AID 720709, 2013;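 further: potency means the concentration at half of the fitted maximal effect; plate controls were vehicle for no effect and positive control for full effect; nearly all actives have a fitted effect of over 50% in size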
Active calls of the source: *. Unless noted, the call rests on the fitted dose curve; in most records, active means well fitted curve in the direction sought with a large enough effect; inconclusive means small, poorly fitted or top-dose-only effect, or another doubt; inactive means no such curve, though single readings can be large; an effect the other way counts as inactive or inconclusive. Only part of the results is shown; count on the stated rates, not on these rows.

Screening CCN(C(=O)COC(=O)CSc1ccccc1)c1c(N)n(Cc2ccccc2)c(=O)[nH]c1=O returned EPAC1 ag -7%, CCT modulator -2.1, PLK1 PBD inh -8%, IL2 activator -4.1, EPAC2 agonist -10%, WRN inhibitor -6%, PI5P4Ka inh 10 and EPAC1 antag 1%.
CCOc1ccccc1C1CC(=O)NC2=C1C(=O)CCC2 (stereo not drawn) was read as EPAC1 ag 0%, CCT modulator 0.2, PLK1 PBD inh -7%, IL2 activator 1.2, EPAC2 agonist 6%, WRN inhibitor -12%, PI5P4Ka inh 3 and EPAC1 antag -7%.
Cc1cc(N2CCN(c3ccccn3)CC2)n2c(nc3ccccc32)c1C#N was read as EPAC1 ag -2%, CCT modulator 0.1, PLK1 PBD inh -3%, IL2 activator 6.0, EPAC2 agonist 3%, WRN inhibitor -23%, PI5P4Ka inh 3 and EPAC1 antag 0%.
Screening COCCNC(=O)c1ccc2c(=O)n(Cc3ccco3)c(SCC(=O)NC3CCCC3)nc2c1 returned EPAC1 ag 0%, CCT modulator -0.2, PLK1 PBD inh 1%, IL2 activator -1.5, EPAC2 agonist 0%, WRN inhibitor -5%, PI5P4Ka inh 7 and EPAC1 antag 0%.
`CCC(=O)N1CCN(c2ccc(NC(=O)c3ccco3)cc2Cl)CC1` gave EPAC1 ag -13%, CCT modulator 1.1, PLK1 PBD inh -3%, IL2 activator -0.4, EPAC2 agonist 5%, WRN inhibitor 4%, PI5P4Ka inh 2 and EPAC1 antag 3%.
For CCOc1ccccc1C(=O)NCC(=O)NCC(c1ccco1)N1CCCCC1 (stereo not drawn) the results were EPAC1 ag 7%, CCT modulator -2.0, PLK1 PBD inh -8%, IL2 activator 0.1, EPAC2 agonist 5%, WRN inhibitor 5%, PI5P4Ka inh 3 and EPAC1 antag -12%.
O=C(O)c1cccc(S(=O)(=O)NCC2COc3ccccc3O2)c1 (stereo not drawn) was read as EPAC1 ag -1%, CCT modulator -1.5, PLK1 PBD inh -7%, IL2 activator 0.2, EPAC2 agonist 8%, WRN inhibitor 4%, PI5P4Ka inh -23 and EPAC1 antag -5%.
COc1ccc(Cl)cc1NC(=S)NC(=O)c1ccco1 was read as EPAC1 ag 8%, CCT modulator -0.5, PLK1 PBD inh 0%, IL2 activator 0.5, EPAC2 agonist 2%, WRN inhibitor -1%, PI5P4Ka inh -1 and EPAC1 antag -5%.
`CCC(CC)COC(=O)C1=C(C)NC(=O)NC1c1ccc2c(c1)OCO2` (stereo not drawn) gave EPAC1 ag 0%, CCT modulator -2.2, PLK1 PBD inh -11%, IL2 activator -3.7, EPAC2 agonist 13%, WRN inhibitor 4%, PI5P4Ka inh -2 and EPAC1 antag -14%.
CC(C)[n+]1ccn(C2=C([O-])c3ccccc3C(=O)/C2=N\S(=O)(=O)c2ccccc2)c1 was read as EPAC1 ag 4%, CCT modulator 0.6, PLK1 PBD inh -9%, IL2 activator -0.6, EPAC2 agonist 1%, WRN inhibitor -6%, PI5P4Ka inh 0 and EPAC1 antag 10%.
O=C1[C@H]2[C@@H](c3ccc(Cl)cc3)N3C(=O)N(c4cccc(F)c4)C(=O)[C@@]3(Cc3ccccc3)[C@H]2C(=O)N1C1CCCCC1 was read as EPAC1 ag 0%, CCT modulator -0.5, PLK1 PBD inh -2%, IL2 activator 0.5, EPAC2 agonist 4%, WRN inhibitor 3%, PI5P4Ka inh -8 and EPAC1 antag -19%.
For OC(c1ccccc1)(c1ccccc1)C1CCN(C(=S)Nc2ccc(F)cc2)CC1 the results were EPAC1 ag 11%, CCT modulator -1.2, PLK1 PBD inh -2%, IL2 activator 2.7, EPAC2 agonist 15%, WRN inhibitor -35%, PI5P4Ka inh -4 and EPAC1 antag -4%.

The last three entries of the section before come first, to join the parts.
CC(C)[n+]1ccn(C2=C([O-])c3ccccc3C(=O)/C2=N\S(=O)(=O)c2ccccc2)c1 was read as EPAC1 ag 4%, CCT modulator 0.6, PLK1 PBD inh -9%, IL2 activator -0.6, EPAC2 agonist 1%, WRN inhibitor -6%, PI5P4Ka inh 0 and EPAC1 antag 10%.
O=C1[C@H]2[C@@H](c3ccc(Cl)cc3)N3C(=O)N(c4cccc(F)c4)C(=O)[C@@]3(Cc3ccccc3)[C@H]2C(=O)N1C1CCCCC1 was read as EPAC1 ag 0%, CCT modulator -0.5, PLK1 PBD inh -2%, IL2 activator 0.5, EPAC2 agonist 4%, WRN inhibitor 3%, PI5P4Ka inh -8 and EPAC1 antag -19%.
For OC(c1ccccc1)(c1ccccc1)C1CCN(C(=S)Nc2ccc(F)cc2)CC1 the results were EPAC1 ag 11%, CCT modulator -1.2, PLK1 PBD inh -2%, IL2 activator 2.7, EPAC2 agonist 15%, WRN inhibitor -35%, PI5P4Ka inh -4 and EPAC1 antag -4%.
O=C(Cc1cccc(F)c1F)NC1CCCN(Cc2ccc(Cl)cc2)C1 (stereo not drawn) was read as EPAC1 ag -2%, CCT modulator -0.1, PLK1 PBD inh inconclusive, IL2 activator -2.6, EPAC2 agonist 6%, WRN inhibitor -6%, PI5P4Ka inh 7 and EPAC1 antag -10%.
Screening O=C(COC(=O)C1CCC1)NCc1ccc(Cl)cc1Cl returned EPAC1 ag inconclusive, CCT modulator 0.6, PLK1 PBD inh -4%, IL2 activator -1.0, EPAC2 agonist 3%, WRN inhibitor -1%, PI5P4Ka inh 0 and EPAC1 antag -5%.
For Cc1ccc(CSc2nnc(CCNC(=O)OC(C)(C)C)o2)cc1 the results were EPAC1 ag -1%, CCT modulator -0.9, PLK1 PBD inh -18%, IL2 activator 0.7, EPAC2 agonist 10%, WRN inhibitor 3%, PI5P4Ka inh 1 and EPAC1 antag -25%.
For CC1CCCCC1NC(=O)CSc1nnc(CC(=O)Nc2ccccc2F)n1C (stereo not drawn) the results were EPAC1 ag 0%, CCT modulator -1.4, PLK1 PBD inh -15%, IL2 activator 1.0, EPAC2 agonist 10%, WRN inhibitor 10%, PI5P4Ka inh -3 and EPAC1 antag -15%.
COc1ccc(NC(=O)c2cccs2)cn1 was read as EPAC1 ag 7%, CCT modulator 1.5, PLK1 PBD inh -5%, IL2 activator 0.2, EPAC2 agonist 11%, WRN inhibitor -3%, PI5P4Ka inh 2 and EPAC1 antag 10%.
For CC(=O)c1cccc(NC(=O)COc2ccccc2C(=O)c2cc(C#N)c(=O)n(C3CCCCC3)c2)c1 the results were EPAC1 ag 9%, CCT modulator -0.3, PLK1 PBD inh -3%, IL2 activator 0.7, EPAC2 agonist 23%, WRN inhibitor 0%, PI5P4Ka inh -11 and EPAC1 antag 2%.
Screening CCOC(=O)c1ccc(NC(=S)N2CCN(CCN=CC3=C(O)CC(c4ccccc4)CC3=O)CC2)cc1 (stereo not drawn) returned EPAC1 ag 0%, CCT modulator -0.6, PLK1 PBD inh -10%, IL2 activator 1.1, EPAC2 agonist 6%, WRN inhibitor -7%, PI5P4Ka inh 7 and EPAC1 antag -7%.
O=C(COC(=O)COc1ccc(Cl)cc1Br)NCCC1=CCCCC1 was read as EPAC1 ag -1%, CCT modulator -4.1, PLK1 PBD inh 1%, IL2 activator 0.0, EPAC2 agonist 4%, WRN inhibitor -4%, PI5P4Ka inh 37 and EPAC1 antag 5%.
O=C(Cn1c(=O)sc2ccccc21)NCCOc1ccccc1F was read as EPAC1 ag 8%, CCT modulator -4.4, PLK1 PBD inh -9%, IL2 activator -1.8, EPAC2 agonist -6%, WRN inhibitor 5%, PI5P4Ka inh -4 and EPAC1 antag -13%.
For CCN(CC)C(=O)[C@H]1CC(CC(=O)NCc2ccc(OC)c(OC)c2)C(=O)N2CCc3c([nH]c4ccccc34)[C@]12C (stereo partly drawn) the results were EPAC1 ag -4%, CCT modulator -3.6, PLK1 PBD inh -17%, IL2 activator 1.0, EPAC2 agonist 7%, WRN inhibitor -1%, PI5P4Ka inh -5 and EPAC1 antag -2%.
`CC(C)c1cccc(C(C)C)c1NC(=O)Cn1c(=O)cnc2ccccc21` gave EPAC1 ag -3%, CCT modulator -3.8, PLK1 PBD inh -17%, IL2 activator -1.5, EPAC2 agonist -5%, WRN inhibitor 14%, PI5P4Ka inh -2 and EPAC1 antag -28%.
For CNCC[C@H](Oc1cccc2ccccc12)c1cccs1 the results were EPAC1 ag -16%, CCT modulator -0.5, PLK1 PBD inh -7%, IL2 activator -0.5, EPAC2 agonist -5%, WRN inhibitor -2%, PI5P4Ka inh 3 and EPAC1 antag -5%.
Cc1ccc(C)c(N2CCN(CC(=O)Nc3ccc([N+](=O)[O-])cc3C(=O)Nc3ccccc3F)CC2)c1 was read as EPAC1 ag -4%, CCT modulator -1.8, PLK1 PBD inh -11%, IL2 activator -0.6, EPAC2 agonist 7%, WRN inhibitor -15% and EPAC1 antag 18%.
For Nc1cc(C(=O)N2CCN(c3ccccc3Cl)CC2)ccc1N1CC2CC(C1)c1cccc(=O)n1C2 (stereo not drawn) the results were EPAC1 ag 8%, CCT modulator 1.6, PLK1 PBD inh 1%, IL2 activator -1.9, EPAC2 agonist 1%, WRN inhibitor 4%, PI5P4Ka inh -1 and EPAC1 antag 4%.
`O=C(c1ccc2c(c1)OCO2)N1CCN(S(=O)(=O)c2ccccc2)CC1` gave EPAC1 ag 1%, CCT modulator -2.0, PLK1 PBD inh 1%, IL2 activator -2.0, EPAC2 agonist 7%, WRN inhibitor -20%, PI5P4Ka inh 6 and EPAC1 antag -7%.
Screening Cc1c(NC(=O)c2ccc(S(=O)(=O)N(C)c3ccccc3)cc2)c(=O)n(-c2ccccc2)n1C returned EPAC1 ag -3%, CCT modulator -1.7, PLK1 PBD inh -13%, IL2 activator -3.6, EPAC2 agonist 10%, WRN inhibitor 1%, PI5P4Ka inh 0 and EPAC1 antag 3%.
